Ub-GFP proteasome: proteasome inhibitors stabilizing ubiquitin-GFP reporter. 67,000 tested, under 10 active. Potency, µM (doses to about 45.9 µM), inactives show at the top dose activation (GFP accumulation), actives largely listed as activators. Ubiquitin-GFP reporter cells, proteasome inhibition, GFP fluorescence; response scale: untreated = 0%, 10 µM MG-132 = 100%; active = well fitted activation curve with a large enough effect, not every such curve was filed as active; inconclusive = small, poorly fitted or top-dose-only effect, or another doubt; inactive = no such curve, though single readings can be large or run the other way; note: potency is the fitted concentration of half-maximal effect
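Proteasome block read as GFP accumulation: ubiquitin(G76V)-GFP U2OS cells exposed to compound (2.9 nM–46 uM) for 4 hr at 37 C. Normalization used untreated cells as 0% and 10 uM MG-132 as 100%; concentration-response curves fitted.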
HBB splicing: hemoglobin beta splicing modulation; HBB splicing reporter cell assay, activation; EGFP reporter with mutant IVS2-654 intron; response scale: normalised to 500 nM splice-correcting PNA; Potency, µM (series often up to 46.1 µM), inactives show at the top dose activation, actives largely listed as activators; 0.06% of 65,000 active; note: potency is the fitted concentration of half-maximal effect; 0% is about no effect
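Compounds were applied for 2 days to HeLa EGFP-654 cells, 500/well in Optimem with 2% FCS. The reporter's EGFP is disrupted by mis-splicing of beta-globin intron IVS2-654. Readout: summed well GFP fluorescence from 488 nm laser scanning; reference was 500 nM antisense […] 654 PNA.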
Hsp90 Hop PPI: changes Hsp90-Hop TPR2A binding signal, up or down | AlphaScreen TPR2A-His6 binding biotin-Hsp90 C-terminal peptide | Potency, µM (titrated, usually from 57 µM), inactives show at the highest dose activity change, negative = inhibition | 0.44% of 71,000 active; active = well fitted curve in either direction with a large enough effect; inconclusive = small, poorly fitted or top-dose-only effect, or another doubt; note: potency is the fitted concentration of half-maximal effect; % is set by controls: 0 for no effect and ±100 for the full control effect; many of its hits are not listed in these tables
FLuc inh: inhibitors of firefly luciferase | P08659 | purified firefly luciferase, luminescence, 8 min | Potency, µM (series often up to 57.1 µM), for inactives: at the top dose activity change, negative = inhibition, actives largely listed as inhibitors | 2.2% of 72,000 active | AID 411; note: potency is the fitted concentration of half-maximal effect; % is set by controls: 0 for no effect and ±100 for the full control effect; nearly all actives have a fitted effect of over 40% in size
Target sequence (P08659 whole entry, looked up): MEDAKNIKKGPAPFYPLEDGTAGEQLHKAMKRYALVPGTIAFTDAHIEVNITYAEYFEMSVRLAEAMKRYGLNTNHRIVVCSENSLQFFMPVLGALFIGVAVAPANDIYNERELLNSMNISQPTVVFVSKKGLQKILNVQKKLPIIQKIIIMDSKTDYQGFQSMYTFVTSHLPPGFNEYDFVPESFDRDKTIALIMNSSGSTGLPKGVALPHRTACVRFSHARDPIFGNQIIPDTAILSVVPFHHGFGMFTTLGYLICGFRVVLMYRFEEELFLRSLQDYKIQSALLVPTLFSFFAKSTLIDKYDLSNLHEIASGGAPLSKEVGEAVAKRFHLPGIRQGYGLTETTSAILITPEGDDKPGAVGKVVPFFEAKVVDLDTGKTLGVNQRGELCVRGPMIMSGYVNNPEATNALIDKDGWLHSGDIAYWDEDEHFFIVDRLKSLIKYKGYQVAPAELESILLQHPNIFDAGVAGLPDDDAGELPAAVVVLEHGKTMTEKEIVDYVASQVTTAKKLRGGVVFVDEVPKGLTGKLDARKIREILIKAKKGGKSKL
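Compounds were tested as concentration series (qHTS) against purified P. pyralis luciferase with luciferin and 10 uM ATP in 50 mM imidazole pH 7.2, 50 mM KCl, 7 mM MgCl2, 0.01% Tween 20, 0.05% BSA. Luminescence was read after 8 min at ambient temperature.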
Tau fil binding: binds recombinant human tau filaments | P10636 | recombinant tau filaments, thioflavin S fluorescence, 15 h; filaments grown with octadecylsulfate alongside compound | Potency, µM (series often up to 57.1 µM), without a hit: top-dose activity change, negative = inhibition | 2% of 71,000 active;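 note: potency is the fitted concentration of half-maximal effect; % is set by controls: 0 for no effect and ±100 for the full control effect; actives lower thioflavin S fluorescence by blocking filaments or displacing dye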
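ThS-based fibril read: tau 1 uM final, inducer ODS 30 uM final, 37 C for 15 h, ex 450/em 510 nm.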
DNA Pol III inh: DNA polymerase III holoenzyme inhibition; reconstituted DNA polymerase III holoenzyme replication, biochemical; Potency, µM (highest dose often 57.1 µM), for the others: at the top dose activity change, negative = inhibition; 0.25% of 71,000 active; AID 603; note: potency is the fitted concentration of half-maximal effect; % is set by controls: 0 for no effect and ±100 for the full control effect
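Reconstituted *E. coli* holoenzyme (0.35 nM Pol III, 1 nM beta, 154 nM SSB, 2 nM primase) was preincubated with compound for 15 min at RT. Synthesis on 1.4 nM ssM13Gori ran 35 min, then was stopped with PicoGreen/EDTA and read as dsDNA fluorescence.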
ERK AVP block: blocks ERK signaling stimulated by vasopressin; HEK293-V1b, vasopressin-stimulated pERK AlphaScreen; Potency, µM (highest dose often 57.5 µM), for inactives: at the highest dose activity, negative = inhibition, actives largely listed as inhibitors; 0.99% of 72,000 active; AID 995; note: potency is the fitted concentration of half-maximal effect; % is set by controls: 0 for no effect and ±100 for the full control effect; nearly all actives have a fitted effect of over 55% in size
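qHTS, compounds titrated on V1b-expressing HEK293 cells. Preincubation 30 min at 37C, vasopressin 25 nM for 5 min, lysis 10 min, bead incubation 5 hr at room temperature.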
15-hLO inh: 15-hLO (ALOX15) enzyme inhibition; P16050; purified 15hLO-1, xylenol orange hydroperoxide absorbance; Potency, µM (highest dose often 57.1 µM), for the others: at the highest dose activity change, negative = inhibition, usual class: inhibitors; 1.4% of 74,000 active; AID 887; note: potency is the fitted concentration of half-maximal effect; % is set by controls: 0 for no effect and ±100 for the full control effect; nearly all actives have a fitted effect of over 55% in size
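Hydroperoxide formed from arachidonic acid (50 uM) by purified human 15hLO-1 (40 nM) oxidizes ferrous iron, and the ferric-xylenol orange complex is read at 573 versus 405 nm. Compounds were preincubated 15 min; reaction ran 6 min at room temperature.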
CRE Fsk mod: CRE-bla signaling modulation under forskolin stimulation. CHO CRE-bla reporter (cAMP response element driving beta-lactamase), forskolin EC10, beta-lactamase ratio. Potency, µM (doses to about 38.2 µM), without a hit: at the highest dose activity change, negative = inhibition, hits mostly activators. 2.5% of 71,000 active; active = well fitted activation curve with a large enough effect in the signal ratio, with a control signal flat, not every such curve was filed as active; inconclusive = small, poorly fitted or top-dose-only effect, or effect the other way, or a change in a side signal; the % refers to the signal ratio; note: potency is the fitted concentration of half-maximal effect; % of control where 0% means no effect
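Cells were plated overnight at 37 °C, exposed to compound titrations plus EC10 NKH 477 for 3 h, then given CCF4 dye for 2 h at room temperature. Blue/green (460/530 nm) ratio was converted to %Activity and AC50 values calculated.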
GFP derepression: epigenetic modulators derepressing GFP locus in mouse cells; mouse C127i GFP locus derepression, cytometry, 30 h; Potency, µM (doses to about 46.1 µM), for inactives: top-dose GFP derepression (activation); 0.09% of 68,000 active; AID 597; note: % of control where 0% means no effect
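Read-out is the number of GFP-positive cells, scored as fluorescent objects 20 to 120 um wide, reflecting derepression of a silenced CMV-GFP reporter in murine C127i cells after 30 h compound exposure at 37 C.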
HADH2 inhib: inhibitors of human HADH2 dehydrogenase. Q99714. recombinant HADH2, NADH fluorescence, beta-hydroxybutyryl-CoA. Potency, µM (titrated, usually from 57.1 µM), inactives show at the highest dose activity change, negative = inhibition, usual class: inhibitors. 3.4% of 73,000 active; note: potency is the fitted concentration of half-maximal effect; % is set by controls: 0 for no effect and ±100 for the full control effect; nearly all actives have a fitted effect of over 60% in size; many of its hits are not listed in these tables
Target sequence (Q99714 whole entry, looked up, one chain of several): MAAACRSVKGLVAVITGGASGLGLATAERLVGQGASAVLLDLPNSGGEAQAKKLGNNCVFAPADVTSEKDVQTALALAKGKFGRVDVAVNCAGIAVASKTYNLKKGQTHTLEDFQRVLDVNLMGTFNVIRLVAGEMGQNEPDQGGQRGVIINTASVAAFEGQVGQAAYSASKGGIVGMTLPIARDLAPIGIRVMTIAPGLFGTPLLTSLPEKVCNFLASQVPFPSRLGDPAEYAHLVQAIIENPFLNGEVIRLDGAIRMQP
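NADH fluorescence (ex 360/em 450 nm) read every 30 s for 4 min; activity taken as last-minus-first time point difference. Enzyme 20 nM, NAD+ 1 mM, beta-hydroxybutyryl-CoA 90 uM, pH 9.0 Tris buffer.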
Starred values were filed as active, the others as inactive; i = inactive; ? = inconclusive; . = not tested or not shown; [ ] = remark or other dose. Unless noted, calls come from the whole dose curve; as a rule, active = well fitted curve in the direction sought with a large enough effect; inconclusive = small, poorly fitted or top-dose-only effect, or another doubt; inactive = no such curve, though single readings can be large; an effect the other way counts as inactive or inconclusive.

Compound,Ub-GFP proteasome,HBB splicing,Hsp90 Hop PPI,FLuc inh,Tau fil binding,DNA Pol III inh,ERK AVP block,15-hLO inh,CRE Fsk mod,GFP derepression,HADH2 inhib
Cc1noc(N)c1C(=O)Nc1ccc(F)cc1,8.3%,-1.1%,-1.1%,0.2%,-5.1%,-3.9%,16.3%,3.7%,?,-2.1%,7.1%
O=C(O)c1cc2ccccc2n1-c1ccccc1,0.7%,-0.3%[57.5 µM],-0.4%,-4.0%,-5.0%,-4.8%,-3.6%,11.6%,4.8%,2.3%,7.1%
FC(F)(F)c1cc(-c2ccccc2)nc(-n2cncn2)n1,17.1%,-0.9%,-0.6%,0.9%,-11.7%,-12.8%,21.4%,5.1%,?,5.7%,-1.0%
Cc1ccccc1N(CC(=O)NCc1ccncc1)S(C)(=O)=O,-2.9%,0.5%[57.5 µM],-3.3%,6.3%,4.3%,-1.9%,-14.4%,5.3%,-0.5%,-0.5%,-6.1%
Nc1nnnn1NCc1cccc(OCc2ccccc2)c1,9.1%,-0.4%,-2.1%,-3.8%,2.7%,4.9%,-25.7%,0.1%,?,-2.9%,-0.8%
O=C(COC(=O)CCC(=O)c1ccc2c(c1)OCCO2)NCc1ccc2c(c1)OCO2,2.0%,-1.9%,-2.0%,25.1µM*,1.8%,-3.8%,-9.3%,2.6%,1.7%,-1.2%,-9.4%
CNS(=O)(=O)c1cc(OCC(N)=O)c(C)cc1Cl,-2.6%,1.3%,0.7%,1.3%,2.9%,-1.8%,-13.9%,-2.1%,6.2%,0.0%,-3.6%
C=CCn1c(SCC(=O)Nc2ccccc2CC)nnc1-c1ccncc1,-9.0%,-0.8%[0.369 µM],-3.8%,6.2%,-2.0%,-4.6%,-11.2%,-1.9%,-3.8%,2.2%,-4.0%
O=C(CN1C(=O)c2ccccc2C1=O)N1CCN(c2ccccn2)CC1,1.1%,0.0%,-0.9%,2.9%,1.7%,-3.5%,-6.8%,-2.0%,4.4%,4.2%,30.0%
N#C/C(C(N)=O)=c1/ccc2c(c1)N1C3=C(CCCC3)CC3CCCCC31N=2 (centres undefined),-0.1%,1.2%[57.5 µM],?,15.8µM*,5.01µM*,0.9%,?,-17.3%,8.4%,-2.2%,-3.6%
CCN(CC)CCN(Cc1cc2cc(C)ccc2[nH]c1=O)C(=O)Nc1ccccc1OC,-5.9%,-0.4%,-3.2%,1.4%,14.2%,5.9%,-6.6%,-13.6%,?,-2.6%,11.8%
COC(=O)C1CCN(C(=O)COC(=O)c2n[nH]c3ccccc23)CC1,0.9%,-2.8%,-5.0%,-11.9%,4.1%,-2.3%,-13.8%,-5.5%,-7.2%,-0.1%,-2.3%
Cc1ccc(NC(=O)NCCc2ccc(S(N)(=O)=O)cc2)cc1,-2.5%,-0.6%,-2.1%,0.2%,5.6%,2.6%,-7.7%,3.9%,-2.2%,-2.7%,0.5%
COc1cccc(-n2c(C)nnc2SCC(=O)Nc2ccccc2N2CCOCC2)c1,-11.7%,-2.2%,-3.9%,0.7%,-11.3%,-2.1%,17.2%,-8.6%,?,0.0%,2.5%
O=C(O)CCNS(=O)(=O)c1ccc2c(c1)Cc1ccccc1-2,-5.2%,.,-3.0%,-2.1%,-7.7%,-6.9%,-13.4%,-4.3%,-0.8%,-1.3%,-3.2%
CCCCNC(=O)CCCn1c(=O)[nH]c2ccc(Br)cc2c1=O,17.2%,0.1%,-5.1%,4.4%,5.0%,-3.9%,8.0%,-16.6%,3.2%,0.0%,1.8%
COc1cccc(NC(=O)C2CCCN(S(=O)(=O)c3cccc4cccnc34)C2)c1 (centres undefined),3.3%,-0.6%,-2.1%,0.8%,-2.8%,-3.4%,-10.5%,-3.2%,-2.2%,2.3%,1.6%
O=C(CN(C(=O)c1cc2c(s1)CCC2)C1CCCC1)NCc1cccs1,-1.5%,-0.1%,-2.5%,-0.3%,8.5%,-6.5%,-6.5%,-2.5%,-26.0%,0.2%,2.1%
Cc1ccc2c(NC(=O)C3CC3)c(C)ccc2n1,6.2%,-0.1%[57.5 µM],3.6%,2.0%,3.2%,-3.9%,-13.2%,13.1%,-6.5%,0.0%,3.4%
Cc1cc(NS(=O)(=O)c2ccc(OCCNS(C)(=O)=O)cc2)no1,5.6%,-0.1%,-3.3%,-0.4%,-8.5%,-3.1%,-7.7%,2.4%,2.6%,0.0%,-1.9%
CC(C)Cn1c(N)c(C(=O)NCc2cccs2)c2nc3ccccc3nc21,-5.2%,-2.8%[57.5 µM],?,-0.3%,26.4%,0.7%,94.3%[activator],?,?,10.1%,19.4%
CC(C)(C)c1cc(NC(=O)COC(=O)c2ccc3c(=O)n4c(nc3c2)CCC4)n(-c2ccccc2)n1,-2.0%,0.3%[57.5 µM],-2.1%,0.0%,1.2%,-3.5%,-7.6%,2.1%,-8.5%,5.7%,4.5%
O=C(NC1CCCCCC1)c1cc(S(=O)(=O)N2CCOCC2)ccc1N1CCCCC1,-4.0%,-0.4%[57.5 µM],0.4%,3.8%,9.6%,0.8%,8.1%,3.5%,-18.8%,-1.3%,13.1%
Cc1ccc(S(=O)(=O)Nn2c(C)nnc2-n2nc(C)cc2C)cc1,0.6%,1.5%[57.5 µM],?,2.1%,-11.7%,-8.3%,9.1%,-9.5%,1.3%,-0.6%,4.6%
CCOC(=O)C(NC(=O)c1ccccc1)=C1CCCCC1,8.8%,-0.9%,-5.7%,2.1%,7.1%,-0.5%,-3.5%,8.7%,0.1%,0.0%,1.4%

(cont.)
Compound,Ub-GFP proteasome,HBB splicing,Hsp90 Hop PPI,FLuc inh,Tau fil binding,DNA Pol III inh,ERK AVP block,15-hLO inh,CRE Fsk mod,GFP derepression,HADH2 inhib
CCCc1cc(C(=O)Nc2sc(C)c(CC)c2C#N)no1,-5.7%,-0.7%,-2.7%[2.3 µM],0.4%,26.4%,4.2%,-25.6%,-8.9%,28.2%,.,?
COc1ccc(N2CCN(S(=O)(=O)c3cccs3)CC2)cc1,2.9%,-2.0%,-8.7%,-3.1%,3.4%,-3.4%,?,-1.9%,1.4%,2.2%,-6.1%
Cc1ccc(NC(=O)c2c(O)c3ccccc3n(C)c2=O)nc1,0.3%,.,-2.5%,-1.0%,79.1%,-6.3%,-18.5%,2.2%,-0.9%,-1.2%,17.9%
O=C(COC(=O)C1c2ccccc2Oc2ccccc21)NC1CCS(=O)(=O)C1 (centres undefined),2.9%,0.0%[57.5 µM],3.2%,1.3%,-9.9%,-8.0%,-15.2%,3.2%,-7.0%,5.0%,-2.3%
COc1ccc(N(C(=O)Nc2ccc(Cl)cc2)C2=NCCC2)cc1,5.0%,-0.2%[57.5 µM],4.8%,-2.5%,9.6%,-4.2%,7.4%,-7.0%,-3.5%,-1.6%,-5.5%
Cc1cc2cc(CNC(=O)C3CC3)ccc2n1C,8.7%,-1.3%,-1.3%,-4.1%,-14.2%,-4.1%,23.0%,?,-1.0%,7.3%,-5.5%
CN(C)c1ccc(-c2nc(NCc3cccnc3)c3ccccc3n2)cc1,-3.3%,-0.5%,-9.2%,-14.6%[2.29 µM],i,-6.4%,7.7%,20µM*,?,6.3%[9.22 µM],?
CC(Cc1ccccc1)C(=O)NCC1CC1 (centres undefined),.,0.1%,-3.5%,.,-16.6%,2.6%,-4.8%,16.7%,-3.6%,.,-2.4%

2 compounds drawn at random from the list so far, as already listed:
Compound,Ub-GFP proteasome,HBB splicing,Hsp90 Hop PPI,FLuc inh,Tau fil binding,DNA Pol III inh,ERK AVP block,15-hLO inh,CRE Fsk mod,GFP derepression,HADH2 inhib
COc1ccc(N2CCN(S(=O)(=O)c3cccs3)CC2)cc1,2.9%,-2.0%,-8.7%,-3.1%,3.4%,-3.4%,?,-1.9%,1.4%,2.2%,-6.1%
CCCc1cc(C(=O)Nc2sc(C)c(CC)c2C#N)no1,-5.7%,-0.7%,-2.7%[2.3 µM],0.4%,26.4%,4.2%,-25.6%,-8.9%,28.2%,.,?

Source: PubChem

These rows are one share of the data. The share of hits here may be higher or lower than overall.
